High-throughput results: PubChem BioAssay, National Center for Advancing Translational Sciences (NCATS)
LDHA inh: inhibitors of human lactate dehydrogenase A; purified LDHA, NADH/diaphorase-resazurin fluorescence; stronger effect = lower value; activity change, % (values are at about 110 or 230 µM); 480,000 tested, 0.15% active; AID 1347041; in the data active means activity change below about -30%; inconclusive means mostly about -25% to -30%;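 further: plate controls were DMSO wells for no effect and wells without enzyme for full effect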
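Resorufin fluorescence (ex540/em590), read at 0 and 20 min after diaphorase/resazurin addition, reports the NADH left after a 5 min room-temperature reaction of 2 nM human LDH5 with 0.06 mM NADH and 0.2 mM pyruvate.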
Starred values were filed as active, the others as inactive; ? = inconclusive. This is a subset; rates above refer to the full screens.

SMILES | LDHA inh
COc1c(Cl)cc(C(=O)N2CCN(Cc3cc(=O)n4ccsc4n3)CC2)cc1Cl | 9.6
COc1ccc(Nc2nc(-c3ccc(CNC(C)=O)cc3)cs2)cc1 | ?
O=C(NC(CCCc1ccccc1)c1ccccc1)c1ccc[n+]([O-])c1 (configuration not stated) | 3.9
C/C(=N\NC(=O)c1cccs1)c1ccc(Cl)cc1 | 4.8
Cc1oc2cc(OS(C)(=O)=O)ccc2c(=O)c1Oc1ccccc1Br | ?
CCn1nc(C(=O)Nc2ccnn2C2CCN(C)CC2)c2ccccc2c1=O | 7.4
Cc1ccc2nc(SCC(=O)Nc3sc4c(c3C#N)CCCC4)[nH]c2c1 | -7.7
CCn1c(SCC(=O)c2cc3ccccc3o2)nnc1C1CC1 | 5.5
CCS(=O)(=O)N1CCCc2cc(C(=O)Nc3cc(Cl)ccc3C)ccc21 | -0.3
COc1cc(C)cc2oc(=O)c(CC(=O)NC3CCCCCC3)c(C)c12 | 4.5
Cc1oc(-c2nc(C#N)c(NCC3CCCO3)o2)cc1S(=O)(=O)N1CCCCCC1 (configuration not stated) | 10.9
CN(C(=O)c1ccc(Cl)c(Cl)c1)c1nc2ccccc2o1 | 3.1
CCc1cc(Nc2ccccc2OC)n2ncnc2n1 | 1.5
O=C(c1ccc(Cl)cc1)N(Cc1cccnc1)Cc1cc2ccccc2[nH]c1=O | -11.3
Clc1ccc(C=Nc2ccc(Cl)c(Cl)c2)cc1Cl | -2.0
Cc1oc(-c2ccccc2)nc1CC(=O)NCC(C)N1CCOCC1 (configuration not stated) | 0.4
O=C(CCc1ncc(-c2ccccc2)o1)NCc1ccccc1Cl | -1.4
N#Cc1nc(C2CC2)oc1N1CCN(Cc2ccccc2Cl)CC1 | 9.5
CCCCc1noc(CN2CCc3cc(OC)c(OC)cc3C2CC(=O)OC)n1 (configuration not stated) | 5.3
CCCCNc1nc2c(c(=O)[nH]c(=O)n2C)n1Cc1ccccc1Cl | -8.3
O=C(CSc1nc(C(F)(F)F)nc2ccccc12)NN1C(=O)NC2(CCCCC2)C1=O | -11.1
CNC(=O)c1cccc(CNC(=O)C(C)(C)NC(=O)OC(C)(C)C)c1 | 5.7
O=C(NCc1ccc(C(=O)N2CCCC2)cc1)C1CCCCC1 | 1.4
O=C1CSc2ccc(C(=O)Nc3cccc4ccccc34)cc2N1 | 1.7
COc1ccc(CNC(=O)CC2CCN(C(=O)c3ccc4nc(-c5ccccc5)oc4c3)CC2)cc1 | -21.2
Cc1ccc(NS(=O)(=O)c2cc(-c3cnc(C)o3)ccc2C)c(C)c1 | 1.5
Cc1ccc2c(CN3CCN(CCc4ccncc4)CC3)cc(=O)oc2c1 | -0.8
Clc1ccc(-c2cnc(CN3CCN(c4ccccc4)CC3)o2)cc1 | 5.8
Cc1cc(C(F)(F)F)nn1Cc1nc2c3c4c(sc3ncn2n1)CCC4 | -11.0
CC1CCCC(NC(=O)c2ccccc2)C1C (configuration not stated) | 6.8
O=c1c2nnn(Cc3cccc(Cl)c3)c2ncn1Cc1nc(-c2ccccc2)no1 | -13.3
FC(F)(F)c1cc(-c2cccs2)nc(SCc2ccccc2)n1 | 2.2
COc1ccc(-c2nc(Nc3ccccc3C)c3ccccc3n2)cc1 | 3.0
O=C(CSc1nc2cc([N+](=O)[O-])ccc2o1)Nc1cccc(Cl)c1 | 1.2
Cc1ccc2[nH]c(C)c(CC(=O)NCC(F)(F)F)c2c1 | 8.0
CN(C)S(=O)(=O)c1ccc2oc(SCCOc3ccc(F)cc3)nc2c1 | 3.4
Cc1cc(C(=O)CN(C)CC(=O)Nc2ccccc2Br)c(C)n1CCc1cccs1 | -5.7
Cc1ccc(-c2nc(S(=O)(=O)c3ccccc3)c(N(C)C)o2)cc1 | 2.4
CC(=O)Nc1ccc(N=Cc2ccc(N(C)C)cc2)cc1 | -11.0
Cc1cc2c(s1)c1cnn(Cc3cccc(C(F)(F)F)c3F)c(=O)c1n2C | -3.1
Nc1nccnc1C(=O)NCC#Cc1cccc(C(F)(F)F)c1 | 2.1
O=C(OCc1cc(=O)oc2cc(O)ccc12)c1ccccc1F | -1.9
CC(=O)NCC(=O)N(c1ccc(C)cc1)C1(C(=O)Nc2c(C)cccc2C)CCCCC1 | -0.5
Cc1noc(C)c1CC(=O)NC(c1ccccc1F)c1nccn1C (configuration not stated) | -0.8
O=C(CN1CCN(C(=O)c2ccccc2-c2ncc(-c3ccccc3)o2)CC1)N1CCCCC1 | -3.7
COc1ccc(N2CCCCS2(=O)=O)cc1S(=O)(=O)NCCc1ccccc1F | 8.4
CN1CCc2sc(NC(=O)Cc3ccccc3)c(C(=O)Nc3ccc(Cl)cc3)c2C1 | -2.3
CCCC(=O)Nc1ccccc1N1CCN(Cc2nc3ccccc3n2C)CC1 | ?

Compounds listed so far that contain a CF3 group, in the order listed:
SMILES | LDHA inh
O=C(CSc1nc(C(F)(F)F)nc2ccccc12)NN1C(=O)NC2(CCCCC2)C1=O | -11.1
Cc1cc(C(F)(F)F)nn1Cc1nc2c3c4c(sc3ncn2n1)CCC4 | -11.0
FC(F)(F)c1cc(-c2cccs2)nc(SCc2ccccc2)n1 | 2.2
Cc1ccc2[nH]c(C)c(CC(=O)NCC(F)(F)F)c2c1 | 8.0
Cc1cc2c(s1)c1cnn(Cc3cccc(C(F)(F)F)c3F)c(=O)c1n2C | -3.1
Nc1nccnc1C(=O)NCC#Cc1cccc(C(F)(F)F)c1 | 2.1

The list continues:
SMILES | LDHA inh
COc1ccc(C2Nc3ccccc3C(=O)N2Cc2ccccc2Cl)cc1COc1ccc(NC(C)=O)cc1 (configuration not stated) | 16.0
Oc1ccc(C2CC3CC2C2C=CCC32)cc1 (configuration not stated) | -1.1
CN(C)c1ccc(/C=N/NC(=O)c2cccs2)cc1Br | -0.9
Cc1noc(C(C)Nc2ccc3oc(C(C)(C)C)nc3c2)n1 (configuration not stated) | 7.8
COc1ccc(C)cc1N1CC(C(=O)Nc2ncn[nH]2)CC1=O (configuration not stated) | 2.2
Cc1nc(SCc2coc(-c3ccc(F)cc3)n2)n[nH]1 | -0.3
Cc1ccc(C(=O)Nc2ncn(CC(=O)NCc3ccccc3C)n2)cc1 | -0.4
FC(F)(F)c1ccc(-c2noc(CSc3nc4ccccc4o3)n2)cc1 | -0.4
CCOC(=O)C1CCN(C(=O)COC(=O)c2cn(-c3ccccc3)nc2-c2ccc(Cl)cc2)CC1 | -8.0
COc1ccc(Nc2nc3ccccc3nc2NS(=O)(=O)c2ccc(C)cc2)cc1Cl | -4.1
Cc1ccc(/C=N/Nc2cc(C)c3ccccc3n2)s1 | -6.2
CO/N=C(/c1ccc(OC)cc1)c1ccc(OCC(C)C)cc1 | 5.5
O=C(COc1coc(CN2CCCCC2)cc1=O)NCc1ccccc1Cl | -0.1
Oc1ccc(COc2ccccc2Cl)c2cccnc12 | 8.8
Cn1c(-c2ccccc2)cnc1NC(=O)NCCc1ccccc1 | 6.6
O=C(NCc1ccccc1OC(F)F)c1ccccc1C(F)(F)F | 8.1
O=C(CNC(=O)c1ccc(Cl)cc1Cl)OC(C(=O)Nc1cc(C(F)(F)F)ccc1Cl)c1ccccc1 (configuration not stated) | -5.4
Cc1ccc(OC(=O)c2ccc(-c3ccccc3)cc2)cc1 | 6.4
CN(CC(=O)N(Cc1ccco1)CC(F)(F)F)C1CCCc2ccccc21 (configuration not stated) | 11.5
COc1ccc(NC(=O)c2ccc(-c3ccc(S(=O)(=O)N4CCCC4)cc3)cc2)cc1Cl | 9.2
CC(C)Nc1oc(-c2ccco2)nc1S(=O)(=O)c1ccc2c(c1)OCCO2 | -4.1
CCCOc1ccc2ccccc2c1CN(C)C(=O)Cc1n[nH]c(=O)c2ccccc12 | 0.2
CCN(CC)S(=O)(=O)c1ccc(=O)n(CC(=O)c2c[nH]c3ccccc23)c1 | 12.9
CCOCCCNc1oc(-c2ccc(S(=O)(=O)N(C)C)cc2)nc1C#N | -3.7

Structures listed so far that have a cyano group (four):
SMILES | LDHA inh
Cc1ccc2nc(SCC(=O)Nc3sc4c(c3C#N)CCCC4)[nH]c2c1 | -7.7
Cc1oc(-c2nc(C#N)c(NCC3CCCO3)o2)cc1S(=O)(=O)N1CCCCCC1 (configuration not stated) | 10.9
N#Cc1nc(C2CC2)oc1N1CCN(Cc2ccccc2Cl)CC1 | 9.5
CCOCCCNc1oc(-c2ccc(S(=O)(=O)N(C)C)cc2)nc1C#N | -3.7

Later entries.
SMILES | LDHA inh
NC(=O)C1CCN(C(=O)Cc2cccc(C(F)(F)F)c2)CC1 | -4.4
COC(=O)c1sc2ccccc2c1S(=O)(=O)N1CCN(c2cc(Cl)ccc2C)CC1 | -4.2
O=c1cc(-c2ccccc2)sc2nnc(-c3ccccc3F)n12 | 8.2
N#C/C(=C/c1ccco1)C(=O)NC1CC1 | -1.5
CCOC(=O)c1c(C)nc2nc(-c3cccnc3)nn2c1C | -7.7
Cc1ccc(C(=O)C2CC2)cc1 | 2.0
CCOc1ccc(CNC(=O)c2ccc3nc(Cc4ccccc4F)oc3c2)cc1OC | 0.0
COc1ccc(S(=O)(=O)N2CCN(CCNC(=O)COc3ccc(C(C)C)cc3)CC2)cc1 | 12.7
COc1cc(/C=C/c2nc3ccccc3c(=O)n2-c2ccc(C(=O)O)cc2)ccc1O | 8.3
O=C(COC(=O)c1cc(=O)c2ccccc2o1)Nc1ccc(Cl)cc1 | -3.2
CC(=O)Nc1ccc(OCCC2CCCCC2)cc1 | 3.4
Cc1ccc(CNC(=O)CN(C)C(=O)c2ccc3c(c2)nnn3C)cc1 | 1.0
CCc1ccccc1NC(=O)CSc1nc2ccccc2nc1C | -8.6
COC(=O)C1=C(C)Nc2nc3ccccc3n2C1c1cc(OC)c(O)c(OC)c1 (configuration not stated) | 24.8
O=c1nc2n(-c3ccc(Cl)c(Cl)c3)c3cc(Cl)ccc3cc-2c(=O)[nH]1 | -2.4
CC(Cc1ccc(Br)cc1)NC(=O)C1CCCCC1 (configuration not stated) | -17.6
CC(C)CNC(=O)c1ccc2c(c1)CCCN2C(=O)c1cccc(Cl)c1 | 2.1
O=c1[nH]c(CSc2nnc(N3CCCCC3)n2-c2ccccc2)nc2cc(Cl)ccc12 | 1.1
O=C(CCc1ncc(-c2c(F)cccc2F)o1)NCc1ccccc1 | -6.4
Cc1ccnc(SC(C(=O)c2ccccc2)c2ccccc2)n1 (configuration not stated) | 3.7
CC(C)COc1ccc(/C=C(/C#N)c2ccc(Cl)cc2)cc1 | 6.7
O=C(CSc1cccs1)NCc1cccs1 | 3.4
CN(C(=O)/C(C#N)=C\c1ccc(OC(F)F)cc1)C1CCCCC1 | -23.8
Cc1ccc(CN(CC(=O)NCC2CCCO2)C2CC2)cc1 (configuration not stated) | -4.1
CCN(Cc1nc2cc(Cl)ccc2c(=O)[nH]1)C(=O)c1cc(Cl)c2c(c1)OCO2 | 2.4
CCCNc1c(NC(=O)c2cc(OC)cc(OC)c2)c(=O)oc2ccccc12 | 0.0
CC1CC(O)C(C)(C)N(C)C1 (configuration not stated) | -11.0
O=C(Nc1ccccc1)c1nnc(C(=O)N2CCC(CC(=O)N3CCCCCC3)CC2)s1 | 3.3
Cc1ccc(NC(=O)c2cc(=O)c3ccc(C)c(C)c3o2)cc1Cl | -11.6
Clc1ccc(CSc2nccn2C2CC2)c2ncccc12 | 8.3
N#C/C(=C\c1cccc(Br)c1)c1nc2ccccc2o1 | -1.5
O=C1c2ccccc2NC2(CCSC2)N1c1ccc2c(c1)OCO2 (configuration not stated) | -0.5
C=C(C)CC(NC(C)=O)(C(=O)OCC)C(=O)OCC | -10.4
Cc1csc(CNC(=O)c2sccc2C)n1 | 0.3
Cc1ccc(-c2noc(-c3cn(CC(=O)NCc4cccs4)c4nc(C)ccc4c3=O)n2)cc1 | 1.9
CN=C1S/C(=C/c2ccc(C)s2)C(=O)N1C | 0.9
O=C(Nc1cccc(-c2nc3ccccc3o2)c1)c1cc([N+](=O)[O-])ccc1Cl | -4.7
CC(C(=O)NC(N)=O)N(C)Cc1ccc(C(=O)NC2CC2)cc1 (configuration not stated) | -3.0
CC(=O)c1sc(Nc2ccc(C#N)cc2)nc1C | -17.4
CC(=O)Nc1ccc(-c2csc(Nc3ccc(O)c(C(=O)O)c3)n2)cc1 | 1.2
CCOc1ccc(CN(C(=O)c2cc(=O)c3ccc(C)c(C)c3o2)C2CCS(=O)(=O)C2)cc1 (configuration not stated) | 3.9
CC(C)Cn1c(=O)c2ccccc2n2c(SCC(=O)Nc3ccccc3F)nnc12 | -13.6
N#Cc1ccc(OCCBr)cc1 | 12.1
COCCn1cnc2c1c(=O)n(CC(=O)Nc1ccccc1)c(=O)n2Cc1ccccc1 | 17.9
C/C=C/C=C/C(=O)OCC(=O)c1ccc2c(c1)OCO2 | -7.8
S=C(NCCSc1ccc(Cl)cc1)Nc1cccc(Cl)c1 | -22.0
CC(C#N)Sc1nc(-c2cccs2)cc(C(F)(F)F)c1C#N (configuration not stated) | 6.0
CC1CNC(C)(C)C(O)C1 (configuration not stated) | -0.3
CCC(C(=O)Nc1ccc(C(C)=O)cc1)n1c(=O)c(-c2ccccc2NC(C)=O)nc2ccccc21 (configuration not stated) | 5.0
CCCCn1c(N2CCN(CCc3ccccc3)CC2)nc2c1c(=O)[nH]c(=O)n2C | -0.2
CCN(CC)S(=O)(=O)c1ccc(NC(=O)COC(=O)c2nn(C)c(=O)c3ccccc23)cc1 | 11.5
COc1cc(NC(=O)Cc2sc(C)nc2-c2cccs2)cc(OC)c1OC | -6.4
COc1ccc(N(C(C)C(=O)NCc2ccc(Cl)cc2Cl)S(C)(=O)=O)cc1 (configuration not stated) | 1.1
CCCc1cc(C(=O)NC(C)c2ccccn2)sc1C (configuration not stated) | 1.2
O=C(NCc1ccc(F)cc1)c1ccccc1-c1ncc(-c2ccccc2)o1 | ?
CCOc1ccc(C(=O)Nc2cccc3cccnc23)cc1Cl | 5.4
CCCNc1c(NC(=O)COc2ccc(C)cc2)c(=O)oc2ccccc12 | 3.1

Rewritten in CSV form: 2 of the compounds above
structure,LDHA inh
CC(C)Cn1c(=O)c2ccccc2n2c(SCC(=O)Nc3ccccc3F)nnc12,-13.6
CCOCCCNc1oc(-c2ccc(S(=O)(=O)N(C)C)cc2)nc1C#N,-3.7
